Assay outcomes as filed in PubChem BioAssay.
TNAP Pi inh: human TNAP enzyme inhibitors, primary screen, biochemical, colorimetric, phosphate release readout; Alkaline phosphatase, tissue-nonspecific isozyme (Homo sapiens), P05186; purified TNAP, pNPP, malachite green phosphate absorbance; inhibition, % at 20 µM; 21,000 tested, under 10 active; AID 614, 2007
Target sequence (P05186 whole entry, looked up): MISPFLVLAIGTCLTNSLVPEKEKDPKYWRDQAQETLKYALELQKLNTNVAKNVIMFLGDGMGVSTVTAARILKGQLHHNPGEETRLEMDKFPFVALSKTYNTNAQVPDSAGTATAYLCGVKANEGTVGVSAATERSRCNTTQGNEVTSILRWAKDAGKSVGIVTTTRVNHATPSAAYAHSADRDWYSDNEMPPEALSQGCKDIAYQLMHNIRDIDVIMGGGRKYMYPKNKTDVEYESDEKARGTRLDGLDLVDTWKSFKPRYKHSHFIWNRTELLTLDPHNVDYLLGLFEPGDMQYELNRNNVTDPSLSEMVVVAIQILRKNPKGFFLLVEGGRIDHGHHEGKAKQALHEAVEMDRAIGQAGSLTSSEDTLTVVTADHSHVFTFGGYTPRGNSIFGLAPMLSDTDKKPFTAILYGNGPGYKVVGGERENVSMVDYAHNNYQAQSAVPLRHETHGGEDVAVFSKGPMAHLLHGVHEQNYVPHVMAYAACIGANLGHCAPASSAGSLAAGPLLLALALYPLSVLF
TNAP inh pNP: human TNAP enzyme inhibitors, primary screen, biochemical, colorimetric, p-nitrophenol readout; Alkaline phosphatase, tissue-nonspecific isozyme (Homo sapiens), P05186; purified TNAP, pNPP hydrolysis, absorbance 405 nm; inhibition, % at 20 µM; 21,000 tested, under 10 active; AID 615, 2007;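 note: 0% = DMSO only wells and 100% = 1 mM levamisole wells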
An asterisk follows results filed as active.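 Rule for the calls: active = inhibition above 50% at the 20 µM single-dose screen; inactive = the rest.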

SMILES	TNAP Pi inh	TNAP inh pNP
Cc1ccc(S(=O)(=O)N(C)CCCC(=O)n2nc(C)cc2C)cc1	0.0	0.0
CCn1c(CNC(=O)c2ccc3c(c2)OCO3)nnc1SCC(=O)Nc1cc(C)ccc1OC	7.3	4.2
C#CCOC(=O)c1ccccc1C(=O)N(CC)CC	24.6	12.5
COc1ccc(OCC(=O)Nc2ccc3c(c2)nc(CCN2CCOCC2)n3C)cc1	10.7	7.8
CC(C)C(=O)N1CCN(c2ccccc2NC(=O)Cc2ccc(Cl)cc2)CC1	6.1	-2.3
Cc1cccc(OCCCC(=O)O)c1C	1.4	-5.2
O=S(=O)(Cc1ccccc1)N1CCC(N2CCN(c3ccccc3)CC2)CC1	4.4	-1.6
COc1ccc(C(=O)N2CCCC(c3nc(-c4ccc(OC)c(OC)c4)no3)C2)c(OC)c1 (stereo not given)	0.0	0.0
CCCC(=O)N1CCN(c2ccc(NC(=O)c3ccccc3)cc2)CC1	-7.9	1.1
COc1ccc(-c2noc(CSc3nnc(CCc4ccccc4)n3-c3ccccc3)n2)cc1OC	5.3	-1.6
COc1ccc(OC)c(NC(=O)c2cc3ccccc3o2)c1	0.4	-6.1
CC(C)Oc1ccc(C(=O)Nc2ccc(N(C)C)cc2)cc1	2.8	2.0
CCOC(=O)CN(C(=O)Cn1nnc2ccccc21)C(C(=O)NCCOC)c1ccccc1C (stereo not given)	6.6	1.7
O=C(Nc1ccc(NC(=O)C2CC2)nc1)c1ccncc1	18.2	7.9
O=S(=O)(Nc1nc2ccccc2s1)c1ccc(Br)s1	9.8	6.4
CN(c1ccc(C(=O)NCCSCc2ccco2)cc1)S(C)(=O)=O	0.7	-0.3
CN(C)CCNC(CC(=O)Nc1ccc(Cl)c(Cl)c1)C(=O)O (stereo not given)	5.9	0.7
CCOC(=O)c1ccc(COC(=O)CNC(=O)CNC(=O)c2ccc(OC)cc2)o1	-8.9	8.0
COc1cc(S(=O)(=O)NCc2ccccc2)ccc1F	15.1	2.2
COc1ccc(OC)c(NC(=O)CSc2nnnn2-c2ccccc2F)c1	6.6	-0.3
CC(C)(C)C1=Nn2c(nnc2-c2ccccn2)SC1	11.3	4.7
O=c1nc(-c2ccccc2)c2cc(Cl)ccc2[nH]1	-8.3	4.0
O=c1oc2c(CN3CCCCC3)c(O)ccc2c2c1CCCCC2	8.2	2.6
CCC(C)(C)NC(=O)C(c1ccncc1)N(Cc1cccs1)C(=O)Cn1nnc2ccccc21 (stereo not given)	4.9	-0.3
CCOC(=O)Cc1cnc(NC(=O)c2ccccc2)s1	-5.2	1.5
Cc1cc(NC(=O)CCC(=O)N(c2ccccc2)C2(C(=O)NC3CCCCC3)CCCC2)no1	7.9	6.4
CCN(CC)CCNc1nc(-c2ccco2)c2c(c1C#N)CC(C)(C)OC2	-26.3	-4.0
O=C(CSc1cccc(C(F)(F)F)c1)N1CCN(S(=O)(=O)c2ccccc2)CC1	9.7	3.4
CC(C)(C)c1ccc(OCC(=O)NC2CCS(=O)(=O)C2)cc1 (stereo not given)	-4.3	5.9
CCOc1ccc(Nc2nc(C)cc(C)c2C#N)cc1	-0.2	2.3

At a glance, some entries already given.
SMILES	TNAP Pi inh	TNAP inh pNP
CC(C)(C)C1=Nn2c(nnc2-c2ccccn2)SC1	11.3	4.7
O=c1nc(-c2ccccc2)c2cc(Cl)ccc2[nH]1	-8.3	4.0
O=c1oc2c(CN3CCCCC3)c(O)ccc2c2c1CCCCC2	8.2	2.6
CCC(C)(C)NC(=O)C(c1ccncc1)N(Cc1cccs1)C(=O)Cn1nnc2ccccc21 (stereo not given)	4.9	-0.3

The main list resumes, starting five compounds before the break.
SMILES	TNAP Pi inh	TNAP inh pNP
Cc1cc(NC(=O)CCC(=O)N(c2ccccc2)C2(C(=O)NC3CCCCC3)CCCC2)no1	7.9	6.4
CCN(CC)CCNc1nc(-c2ccco2)c2c(c1C#N)CC(C)(C)OC2	-26.3	-4.0
O=C(CSc1cccc(C(F)(F)F)c1)N1CCN(S(=O)(=O)c2ccccc2)CC1	9.7	3.4
CC(C)(C)c1ccc(OCC(=O)NC2CCS(=O)(=O)C2)cc1 (stereo not given)	-4.3	5.9
CCOc1ccc(Nc2nc(C)cc(C)c2C#N)cc1	-0.2	2.3
Cc1ccc(C(=O)C2=C(O)C(=O)N(c3ncccn3)C2c2ccc(Cl)cc2)o1 (stereo not given)	-8.8	0.4
CCN=C(Nc1ccc2c(c1)OCO2)SC1CC(=O)N(c2ccccc2F)C1=O (stereo not given)	3.8	-0.6
COC(=O)C1(c2ccccc2)NC(c2cccs2)C2C(=O)N(C)C(=O)C21 (stereo not given)	13.7	4.8
COC(=O)CCCC(=O)Nc1ccc(Cl)c(Cl)c1	13.6	3.9
O=C1CN(C(=O)CCCc2c[nH]c3ccccc23)c2ccccc2N1	10.5	-3.6
COC(=O)CN(n1cnnc1)S(=O)(=O)c1ccc(C)cc1	-7.1	2.8
CC1=C(C)CC(C(=O)N2CCN(Cc3ccccc3)CC2)C(C(=O)O)C1 (stereo not given)	6.2	2.2
CCOC(=O)c1[nH]c2cc3c(cc2c1NC(=O)CN1CC(C)CC(C)C1)OCO3 (stereo not given)	11.3	3.0
COc1cccc2c1C(=O)c1c(O)c3c(c(O)c1C2=O)C[C@@](O)(C(C)=O)C[C@@H]3O[C@H]1C[C@H](N)[C@H](O)[C@H](C)O1	0.0	0.0
C=CCn1cnc2c(c1=O)c1nc3ccccc3nc1n2Cc1ccccc1	6.7	-0.4
O=C(CCCN1CCOCC1)c1ccc2c(c1)OCCO2	1.6	4.5
CSc1nc(C)cc(-n2ccc(=O)[nH]c2=O)n1	10.4	2.2
Cc1c(-c2ccccc2)oc2nc3c(c(=O)n(C)c(=O)n3C)n12	7.9	1.7
Cc1ccc(Cc2nc(-c3cccc(C)c3)no2)cc1	10.3	1.5
CCC(=O)Nc1ccc2c(c1)nc(CCN1CCN(C)CC1)n2C	-2.7	4.3
CCOc1ccc(NC(=O)Cn2nnc(-c3ccccc3NC(=O)CC)n2)cc1	15.4	5.8
O=C(NCc1ccco1)C(c1ccco1)N(CCc1ccccc1)C(=O)Cn1nnc2ccccc21 (stereo not given)	12.0	0.7
O=C(CSc1nc(-c2ccccc2)cs1)N1CCN(C(=O)c2ccco2)CC1	8.8	-0.1
CS(=O)(=O)N(CC(=O)Nc1ccc2c(c1)OCO2)c1ccccc1	0.0	0.0
O=C(O)c1ccc(COc2c(F)c(F)cc(F)c2F)o1	16.8	5.8
COc1ccc(OCCSc2nnc(-c3ccoc3C)n2C)cc1	0.0	0.0
N#CCCn1c(Cl)nc2ccccc21	11.2	4.4
CC(=O)Nc1ccc(C(=O)N2CCN(C(=O)c3ccco3)CC2)cc1	7.3	0.3
COc1cc2nc(C3CCC3)n(NC(=O)C3CCC(OC)CC3)c(=O)c2cc1OC (stereo not given)	20.0	4.0
Cc1nn(S(=O)(=O)N(C)C)c(C)c1CN1C(=O)c2ccccc2C1=O	1.2	-1.6
CC1(C(=O)CSc2n[nH]c(-c3ccccc3Cl)n2)CCC(=O)O1 (stereo not given)	7.6	2.2
CCc1nc2oc3ccccc3c(=O)c2c(=O)n1CCOC	9.6	1.6
COc1ccc(OCCC(=O)Nc2cc(C)on2)cc1	9.5	5.5
CCCOc1ccc(/C(O)=C2/C(=O)C(=O)N(CCN(C)C)C2c2ccncc2)cc1 (stereo not given)	3.5	-1.6
CCc1cc(-c2n[nH]c(C)c2-c2nc3ccccc3n2C)c(O)c(CN2CCN(C)CC2)c1O	9.3	3.9
O=S(=O)(c1cccc(-c2cn3cccnc3n2)c1)N1CCCCCC1	-1.7	2.6
COc1ccccc1Oc1c(C)oc2c(CN3CCN(C)CC3)c(O)ccc2c1=O	15.0	2.3
C=CCOc1nc2c(c(=O)n(C)c(=O)n2C)n1Cc1ccc(Cl)cc1Cl	-12.6	6.0
CCCC12CN(C(=O)c3ccc(OC)cc3)CC(C)(CN(C(=O)c3ccc(OC)cc3)C1)C2=O	9.6	0.4
C=CCn1c(NCCO)nc2c1c(=O)n(C)c(=O)n2C	9.6	4.3
CCN1CCCC1Cn1cnc2c([nH]c3cccc(Cl)c32)c1=O (stereo not given)	5.9	1.7
COc1c2c(nc3ccccc13)OC(C(C)(O)COC(C)=O)C2 (stereo not given)	-4.3	1.5
CCc1c(C(=O)NCc2cnn(C)c2)csc1C	12.7	2.8
Cc1n[nH]c(C)c1N1C(=O)c2cccc3c(N4CCCCCC4)ccc(c23)C1=O	-7.0	-8.5
CCC(CC)NCc1ccc(OC)cc1OC	6.1	2.6
Cc1c(CCC#N)c(N2CCN(C3CCCCC3)CC2)n2c(nc3ccccc32)c1C#N	8.7	4.5
O=C(CSc1nnc(CCCO)n1-c1ccccc1)NCCc1ccccc1	-10.4	3.6
Cn1c(=O)n(Cc2ccccc2)c(=O)c2c1nc1n2CCCN1C1CCCCC1	6.3	1.7
Cn1c(SCC(=O)NCc2cccs2)nnc1-c1ccc(S(=O)(=O)N2CCCC2)cc1	8.0	4.0
COc1ccccc1N1CCN(C(=O)c2ccoc2C)CC1	3.9	4.0
COc1ccccc1N1CCN(C(=O)CSc2nnc3n2C(C)(C)Cc2ccccc2-3)CC1	5.5	0.1
O=C(Nc1ccc(Cl)cn1)c1cc(S(=O)(=O)N2CCCCC2)ccc1Cl	0.0	0.0
CCc1ccc2oc(=O)cc(CN3CCN(CCO)CC3)c2c1	7.5	0.6
CN1CCN(S(=O)(=O)c2ccc(-c3ccc(Cl)cc3)cc2)CC1	0.0	0.0
COc1ccc(-c2nc(-c3cccc(C(F)(F)F)c3)no2)cc1OC	-4.3	-0.2
(list continues)
SMILES	TNAP Pi inh	TNAP inh pNP
CC(C)c1ccc(-c2nc3c([nH]2)c(=O)n(C)c(=O)n3C)cc1	5.7	1.8
COc1ccc2nc(N3CCCC3)c(C#N)cc2c1	-4.7	-1.7
CC(=O)c1cccc(-n2nnnc2SCC(=O)Nc2ccccc2N2CCCCC2)c1	-2.2	1.4
CCOC(=O)Nc1cccc(OCC(=O)Nc2ccc(OC)cc2OC)c1	7.1	6.5
Cc1oc2cc3c(C(=O)N4CCCCC4)c(C)oc3cc2c1C(=O)N1CCCCC1	25.9	7.5
O=C(Nc1nccs1)c1ccc(S(=O)(=O)NCc2cccs2)cc1	16.5	2.5
CCCc1cc(=O)n2[nH]c(NCc3c(F)cccc3Cl)nc2n1	10.3	4.2
CCCCOC(=O)C1=C(C)NC2(O)c3ccccc3C(=O)C12O (stereo not given)	-12.6	2.2
Cc1ccc(C(C(=O)NCc2ccco2)N(CC2CCCO2)C(=O)Cn2nnc3ccccc32)cc1 (stereo not given)	8.3	-0.2
CCC/C(O)=C1\C(=O)CC(C)(C)CC1=Nc1ccccc1OC	12.2	5.0
O=C(c1cccc(Cl)c1)N1CCN(C(=O)c2ccccc2F)CC1	-0.7	1.9
O=C(Cc1cccs1)Nc1nc(-c2ccccc2)cs1	6.6	-1.7
CCOC(=O)N1CCN(C(=O)c2ccc(NC(=O)c3ccc(C)cc3)cc2)CC1	5.5	-0.6
O=C(O)c1sccc1S(=O)(=O)c1ccccc1	11.2	3.8
NC(=O)C1CCN(c2ncnc3c(-c4ccccc4)nsc23)CC1	10.2	2.5
CCCCCn1c(N)c(C#N)c2nc3ccccc3nc21	14.8	5.0
COC(=O)c1sc(NC(=O)c2oc3ccccc3c2C)nc1C	9.9	3.9
O=C(Nc1ccccc1C(F)(F)F)c1ccc(F)c(S(=O)(=O)N2CCOCC2)c1	12.2	6.8
N#Cc1nc(-c2ccc(Cl)cc2)oc1N1CCCCC1	0.0	0.0
CCOC(=O)CNC(=O)C1CCCN(c2ncccn2)C1 (stereo not given)	7.6	4.8
CCC(C)c1ccccc1NC(=O)c1cccnc1 (stereo not given)	10.2	2.9
Cc1onc(-c2ccccc2Cl)c1C(=O)NCc1nc(-c2ccccc2)no1	9.0	3.8
C=CCn1c(=N)c(C(=O)OCC)cc2c(=O)n3cccc(C)c3nc21	0.0	0.0
Cc1cc(C(=O)Nc2cccc(C(=O)O)c2)oc1C	0.0	0.0
O=C(CNCC1CCCO1)Nc1ccccc1N1CCOCC1 (stereo not given)	8.9	5.3
CNC(=O)C1CC(=O)N(c2ccc(C)cc2)C1 (stereo not given)	6.0	4.3
COc1ccccc1NC(=O)C1C2CCCCC21 (stereo not given)	8.6	-5.1
CC(=O)Nc1nc(COc2ccccc2)cs1	-1.9	-1.6
O=c1cc[nH]c2cccc(Cc3ccccc3)c12	4.5	1.8
COC(=O)n1c(=O)oc2ccccc21	-9.4	3.0
N#Cc1nc(-c2ccc(F)cc2)oc1N1CCCC1	10.6	3.4
FC(F)(F)c1ccc(N2CCN(c3cc(-c4ccccc4)nc4ncnn34)CC2)nc1	4.8	3.2
CCOC(=O)c1oc2ccccc2c1CN1CCN(c2ccccc2)CC1	7.7	4.8
COc1ccc(N2CCN(C3CC(=O)NC3=O)CC2)cc1 (stereo not given)	6.6	4.1
c1ccc2c(c1)[nH]c1nc(SCCN3CCOCC3)nnc12	9.9	2.7
COc1ccc(OC)c(NC(=O)c2cc3sccc3n2C)c1	2.3	2.3

Entries of single compounds as entered above. Order of screens: TNAP Pi inh, TNAP inh pNP
CCOC(=O)c1oc2ccccc2c1CN1CCN(c2ccccc2)CC1 is listed as 7.7, 4.8
COc1ccc(OC)c(NC(=O)c2cc3sccc3n2C)c1 is listed as 2.3, 2.3
FC(F)(F)c1ccc(N2CCN(c3cc(-c4ccccc4)nc4ncnn34)CC2)nc1 is listed as 4.8, 3.2
COc1ccc(N2CCN(C3CC(=O)NC3=O)CC2)cc1 (stereo not given) is listed as 6.6, 4.1

A portion of the library (hit frequency here may not be typical).
